a7 integrin act: activates integrin-mediated alleviation for muscular dystrophy | Potency, µM (top dose mostly 38.3 µM), for the others: top-dose activation, hits mostly activators | alpha7betagal myoblasts, beta-gal FDG fluorescence, 48 h | actives 0.064% (n = 350,000);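 further: potency means the concentration at half of the fitted maximal effect; 100% = response of the positive control SU9516; nearly all actives have a fitted effect of over 60% in size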
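Alpha7betagal+/- myoblasts (passage 13) were plated 16-24 hr, then exposed to compounds (1:260 dilution of DMSO stock) for 48 hours at 37C. After MPER lysis, β-galactosidase reporter activity was read as FDG fluorescence (ex 480/em 540) after 30 minutes.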
AT treatment: potential ataxia-telangiectasia treatments restoring KAP-1 phosphorylation; […] A-T fibroblasts, KAP-1 phosphorylation AlphaLISA; neocarzinostatin DNA damage 30 min before lysis; AID 485349; Potency, µM (highest dose often 57.5 µM), inactives show top-dose activation, actives largely listed as activators; actives 0.19% (n = 320,000); further: potency means the concentration at half of the fitted maximal effect; % of control where 0% means no effect; nearly all actives have a fitted effect of over 45% in size
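ATM-like activity read as KAP-1 phosphorylation via AlphaLISA donor/acceptor antibody pairs after lysis and 6 hr at 25C. Cells were ATM-null patient fibroblasts ([…], hTERT), dosed 60 min, then exposed to the DSB inducer NCS for 30 min.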
B2AR arrestin: beta2AR (human) beta-arrestin recruitment activity. actives 0.02% (n = 330,000). beta-arrestin recruitment to beta2AR, cell-based reporter. Potency, µM (doses to about 46.1 µM), for the others: top-dose activation, hits mostly activators;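 further: potency means the concentration at half of the fitted maximal effect; 0% = DMSO controls and full agonism = EC100 isoproterenol or metaproterenol; nearly all actives have a fitted effect of over 65% in size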
ELG1 DNA repair: blocks ELG1-dependent DNA repair in HEK293T cells; Potency, µM (highest dose often 46.1 µM), inactives show at the highest dose activity change, negative = inhibition, hits mostly inhibitors; HEK293T ELG1-luciferase reporter, luminescence, 16 h; DNA damage induced by 5-fluorouridine; actives 2.3% (n = 330,000); AID 504467; further: potency means the concentration at half of the fitted maximal effect; on the % scale 0 is the no-effect control and ±100 the full control effect; nearly all actives have a fitted effect of over 55% in size
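Cells (2,000 per well) received 5-fluorouridine plus test compound or DMSO and were incubated 16 hr at 37 °C, 5% CO2. Luciferase activity was read by luminescence 30 min after ONE-Glo addition; signal suppression marked inhibition of damage-induced ELG1 function.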
TRPV1 agonist: activates the human vanilloid receptor TRPV1 | Q8NER1 | TRPV1-expressing cells, Fluo-8 calcium influx, agonist mode | activation, % at 8.33 µM | actives 0.19% (n = 320,000) | AID 540275; in the data active means activation above about 80%; inconclusive means between about 30% and that limit; further: 0% is about no effect
Target sequence (Q8NER1 whole entry, looked up): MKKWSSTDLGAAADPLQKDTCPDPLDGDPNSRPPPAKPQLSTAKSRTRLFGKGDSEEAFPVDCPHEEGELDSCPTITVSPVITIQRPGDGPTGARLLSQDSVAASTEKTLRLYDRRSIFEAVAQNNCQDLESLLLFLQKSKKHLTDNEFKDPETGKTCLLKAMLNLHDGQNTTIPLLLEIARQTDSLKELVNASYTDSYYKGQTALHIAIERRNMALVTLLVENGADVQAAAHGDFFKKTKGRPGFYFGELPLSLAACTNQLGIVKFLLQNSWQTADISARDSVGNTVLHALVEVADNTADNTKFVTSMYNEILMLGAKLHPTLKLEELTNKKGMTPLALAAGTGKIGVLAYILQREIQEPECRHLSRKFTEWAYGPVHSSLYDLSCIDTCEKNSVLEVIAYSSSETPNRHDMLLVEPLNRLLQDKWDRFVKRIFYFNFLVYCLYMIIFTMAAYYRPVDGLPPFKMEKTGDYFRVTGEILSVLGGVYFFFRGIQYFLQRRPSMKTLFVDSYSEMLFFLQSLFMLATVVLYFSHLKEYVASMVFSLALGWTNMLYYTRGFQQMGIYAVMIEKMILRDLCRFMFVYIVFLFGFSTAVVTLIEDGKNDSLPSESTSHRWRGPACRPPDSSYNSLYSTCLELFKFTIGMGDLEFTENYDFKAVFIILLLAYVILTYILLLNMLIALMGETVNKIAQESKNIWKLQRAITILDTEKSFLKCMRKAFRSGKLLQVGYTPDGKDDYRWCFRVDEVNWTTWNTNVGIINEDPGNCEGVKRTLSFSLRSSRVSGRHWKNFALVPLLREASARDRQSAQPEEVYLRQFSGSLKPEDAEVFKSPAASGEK
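TRPV1-expressing cells were cultured overnight at 35.5C and loaded with Fluo-8 calcium dye for 40 to 90 min at room temperature. After a 10 s baseline, compound was added and calcium influx was read kinetically for 3 min (ex 480/em 520 nm).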
BRCA1 expr up: activators of BRCA1 expression; AID 624202; actives 1.1% (n = 380,000); Potency, µM (series often up to 46.1 µM), inactives show top-dose activation, hits mostly activators; MCF7-BRCA1-FFLuc reporter, luminescence, 48 h; response scale: scaled: vehicle 0%, 10 µM genistein 100%; further: potency means the concentration at half of the fitted maximal effect; nearly all actives have a fitted effect of over 80% in size; some results filed as inactive show a strong effect at the top dose
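First, MCF7-BRCA1-FFLuc cells (2000/well) attach for 2 h; next, compounds are pin-added and incubated 48 h at 37 °C; finally, luciferase reagent is added and luminescence read after 15 min.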
TSG101-PTAP inh: blocks PTAP/TSG101 interaction to inhibit HIV-1 budding; Q99816; Fluorescence polarization, FITC-PTAP peptide / Tsg101 binding; Potency, µM (highest dose often 115 µM), for inactives: top-dose activity change, negative = inhibition, usual class: inhibitors; 340,000 tested, under 10 active; active means well fitted inhibition curve with a large enough effect in the main read-out, with a control signal flat, not every such curve was filed as active; inconclusive means small, poorly fitted or top-dose-only effect, or effect the other way, or a change in a side signal; inactive means no such curve, though single readings can be large or run the other way; further: potency means the concentration at half of the fitted maximal effect; % of control where 0% means no effect
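Fluorescence anisotropy tracks displacement of a FITC-tagged PTAP peptide (50 nM) from the Tsg101 binding domain (10 uM), following a 20 min room-temperature incubation at pH 7.5.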
p53 reactivator: restores transcriptional activity of mutant p53; H1299 p53-A138V BP100-luciferase reporter, luminescence, 24 h; Potency, µM (highest dose often 92.2 µM), without a hit: at the highest dose activity change, positive = activation, usual class: activators; actives 0.063% (n = 320,000); AID 504706; further: potency means the concentration at half of the fitted maximal effect; % of control where 0% means no effect; nearly all actives have a fitted effect of over 45% in size
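p53-null H1299 cells stably carrying temperature-sensitive p53-A138V and a BP100-luciferase reporter were pinned with compounds (4-point, 1:5 series) and held 24 hrs at 37 deg C. Luminescence was read 10 min after detection reagent.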
CXXC DNA block: blocks binding of human MLL CXXC domain to DNA | Q03164 | MLL-CXXC / FITC-HOXA9 DNA fluorescence polarization | Potency, µM (titrated, usually from 115 µM), for the others: at the highest dose activity change, negative = inhibition, usual class: inhibitors | actives 0.037% (n = 290,000); active means well fitted inhibition curve with a large enough effect in the polarisation, with a control signal flat, not every such curve was filed as active; inconclusive means small, poorly fitted or top-dose-only effect, or effect the other way, or a change in a side signal; inactive means no such curve, though single readings can be large or run the other way; the % refers to the polarisation; further: potency means the concentration at half of the fitted maximal effect
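Fluorescence polarization: 7 uM MLL-CXXC (stock) preincubated 5 min with compounds, then 50 nM fluorescein-HOX-A9 DNA (stock) added; 30 min ambient. Buffer 50 mM Tris-HCl pH 7.5, 50 mM NaCl, 1 mM DTT, 0.05% BSA.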
TCR act: activators of T cell receptors; 330,000 tested, under 10 active; primary human leukocytes, anti-CD3, IL-2 HTRF, 48 h; Potency, µM (series often up to 9.22 µM), inactives show at the top dose activation of IL-2 secretion, actives largely listed as activators; AID 504894; further: % of control where 0% means no effect
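1) Mix primary human leukocytes, a-CD3 beads and compound. 2) Incubate 48 hr. 3) Add HTRF IL-2 reagents (a-IL-2-K, a-IL-2-d2).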
An asterisk follows results filed as active; ? = inconclusive; . = not tested or not shown; & = joins results of further samples; [ ] = remark or other dose. Unless noted, the call rests on the fitted dose curve; in most records, active means well fitted curve in the direction sought with a large enough effect; inconclusive means small, poorly fitted or top-dose-only effect, or another doubt; inactive means no such curve, though single readings can be large; an effect the other way counts as inactive or inconclusive. Rows were taken by chance. Share with any hit: about 3.8%.

SMILES | a7 integrin act | AT treatment | B2AR arrestin | ELG1 DNA repair | TRPV1 agonist | BRCA1 expr up | TSG101-PTAP inh | p53 reactivator | CXXC DNA block | TCR act
CCN(CC)CCCN1C(=O)C(=O)/C(=C(/O)c2ccc(OC)c(Cl)c2)C1c1ccco1 (configuration not stated) | . | 4% | 0.2% | 23% | 1 | . | . | 0% | -5% | .
O=C1NC(Cc2ccccc2)c2nc3cc(F)ccc3c(=O)n2-c2cc(Cl)ccc21 (configuration not stated) | . | 4% | 0.3% | 15% | -3 | . | . | -6% | . | .
CN(C)c1ccc2cc(S(=O)(=O)O)cc(O)c2c1 | -16% | . | . | . | . | -20% | 2% | . | . | -21%
Cc1nc2nc(C)c(NS(=O)(=O)c3ccc(Cl)cc3)c(=O)n2[nH]1 | 0% | -2% | 0.0% | 2% | -2 | 3% | -4% | -1% | 6% | 9%
Cc1ccc2[nH]c(=O)c(C(c3nnnn3C3CCCC3)N(Cc3cccnc3)Cc3ccco3)cc2c1 (configuration not stated) | -8% | 4% | 0.3% | ? | 13 | -78%[inhibitor] | 0% | -9% | -8% | 2%
CC1=C(C)CC(C(=O)NCCc2ccccc2)C(C(=O)O)C1 (configuration not stated) | 18% | 6% | -0.2% | 14% | 1 | 0% | -3% | 5% | 0% | -1%
Cc1nnc(SCC(=O)N2c3ccccc3CC2C)[nH]c1=O (configuration not stated) | -27% | -4% | -0.9% | 13% | -2 | -29% | 0% | -3% | 0% | 2%[46.1 µM]
Nc1ncnc2c1ncn2[C@@H]1O[C@H](CN2CCCS2(=O)=O)[C@@H](O)[C@H]1O | 8% | 12% | -0.7% | -1% | . | 11% | -7% | 5% | . | 3%
C[C@H](CO)N1C[C@H](C)[C@@H](CN(C)Cc2ccccc2)Oc2ccc(NC(=O)Cn3cnnn3)cc2C1=O | 2% | -10% | -0.9% | 9% | . | 0% | -1% | -8% | . | 3%
CCOc1ccc(/C=c2\sc3nc(-c4ccco4)nn3c2=O)cc1OCC | 5% | -4% | -0.3% | 10% | 0 | 4% | -12% | -4% | 11% | -6%
O=C(CSc1n[nH]c(-c2ccccc2)n1)Nc1ccc(N2CCOCC2)cc1 | -17% | -2% | 0.0% | 14% | 1 | 13% | -4% | 5% | 29% | 10%
Cc1nc(SCC(=O)Nc2ccnc3ccccc23)n[nH]1 | 2% | 7% | 0.2% | ? | -2 | -2% | 1% | 2% | 16% | -1%
CC1=C(C)C(C)=C(C#N)C(=C(C#N)C#N)N1 | 9% | 42% | -0.3% | -6% | 1 | 8% | -10% | -3% | -9% | -5%
Cc1ccc(CNC(=O)Nc2cccs2)cc1 | -10% | -2% | -0.3% | ? | ? | ? | 1% | ? | 2% | 5%
COc1ccc(C(=O)NN(C)c2nc(C(F)(F)F)nc3ccccc23)cc1 | ? | -2% | 0.0% | ? | -4 | -41% | 0% | 3% | 2% | 7%

Full records, quoted from the list.
Cc1nc2nc(C)c(NS(=O)(=O)c3ccc(Cl)cc3)c(=O)n2[nH]1 as listed: a7 integrin act: 0%; AT treatment: -2%; B2AR arrestin: 0.0%; ELG1 DNA repair: 2%; TRPV1 agonist: -2; BRCA1 expr up: 3%; TSG101-PTAP inh: -4%; p53 reactivator: -1%; CXXC DNA block: 6%; TCR act: 9%
CCOc1ccc(/C=c2\sc3nc(-c4ccco4)nn3c2=O)cc1OCC as listed: a7 integrin act: 5%; AT treatment: -4%; B2AR arrestin: -0.3%; ELG1 DNA repair: 10%; TRPV1 agonist: 0; BRCA1 expr up: 4%; TSG101-PTAP inh: -12%; p53 reactivator: -4%; CXXC DNA block: 11%; TCR act: -6%

Filtered by structure: those above containing a furan ring, fused or not.
SMILES | a7 integrin act | AT treatment | B2AR arrestin | ELG1 DNA repair | TRPV1 agonist | BRCA1 expr up | TSG101-PTAP inh | p53 reactivator | CXXC DNA block | TCR act
CCN(CC)CCCN1C(=O)C(=O)/C(=C(/O)c2ccc(OC)c(Cl)c2)C1c1ccco1 (configuration not stated) | . | 4% | 0.2% | 23% | 1 | . | . | 0% | -5% | .
Cc1ccc2[nH]c(=O)c(C(c3nnnn3C3CCCC3)N(Cc3cccnc3)Cc3ccco3)cc2c1 (configuration not stated) | -8% | 4% | 0.3% | ? | 13 | -78%[inhibitor] | 0% | -9% | -8% | 2%
CCOc1ccc(/C=c2\sc3nc(-c4ccco4)nn3c2=O)cc1OCC | 5% | -4% | -0.3% | 10% | 0 | 4% | -12% | -4% | 11% | -6%

(continued)
SMILES | a7 integrin act | AT treatment | B2AR arrestin | ELG1 DNA repair | TRPV1 agonist | BRCA1 expr up | TSG101-PTAP inh | p53 reactivator | CXXC DNA block | TCR act
O=C(O)c1ccc(N2CCCS2(=O)=O)cc1 | 16% | -4% | 0.0% | 2% | 1 | 0% | -4% | 1% | 4% | -5%
CCOC(=O)NC(=O)C(=CNc1ccccc1C)C(=O)NC(=O)OCC | 0% | 0% | 0.5% | 7% | 3 | 33% | 1% | 3% | 11% | -3%
O=C(NN=C1CCCC1)NC1CCCCC1 | 0% | -1% | 0.2% | 7% | 2 | -3% | -1% | -4% | ? | 0%[46.1 µM]
Cc1ccnc(NC(=O)c2ccccc2NC(=O)c2ccccc2)c1 | 15% | ? | 0.3% | -3% | ? | 1% | -2% | -7% | -6% | 3%
COCCCNC(=S)N(CCCN(C)C)Cc1cc2cc3c(cc2[nH]c1=O)OCCO3 | -7% | 10% | -0.7% | 3% | -1 | -4% | -5% | . | 3% | 1%
COc1cc2ccc(=O)oc2c(O)c1OCC=C(C)C | -25% | 4% | 0.4% | ? | 0 | -4% | -2% | 19% | -6% | .
Oc1ccc(-c2nc3ccccn3c2NCc2ccc3c(c2)OCO3)cc1 | 13% | -6% | -0.3% | -5% | 18 | 20% | -2% | 15% | 1% | 2%
CCN(CC)S(=O)(=O)c1cccc(C(=O)N/N=C/c2ccccc2OCC(=O)O)c1 | ? | -2% | -0.8% | 0% | 2 | -2% | -2% | 0% | -1% | -13%
COc1ccc(/C=C(/NC(=O)c2ccco2)C(=O)N2CCCCC2)cc1 | -21% | -4% | -0.2% | 2% | 0 | -3% | -1% | . | -9% | 6%
CCCCNc1c(-c2cccc(SC3CCCCC3)c2)nc2ccc(Cl)cn12 | -7% | 18% | -0.5% | ? | 0 | 0%&-9% | 1% | -2% | . | -10%
CCOC(=O)C1CCN(C(=O)Nc2ccc3nccnc3c2)CC1 | 8% | . | -0.5% | 11% | -1 | 5% | -1% | 22% | 4% | 6%[46.1 µM]
C[C@@H]1CC[C@@]23COC(=O)C2=CCC[C@@H]3[C@@]1(C)CC/C(=C/CO)CO | 4% | ? | 0.2% | 10% | 3 | -5% | -2% | -10% | . | 11%
CC1CCCC(NC(=O)CCCn2ncn3c(cc4occc43)c2=O)C1C (configuration not stated) | -36% | 8% | 0.0% | 48% | 4 | 2% | -4% | -7% | 6% | 0%
O=C(c1ccc(COCC(F)(F)F)cc1)N1CCN(c2ccccn2)CC1 | ? | -1% | 0.3% | ? | 11 | 8% | 0% | 6% | -6% | -10%
Cc1cccc(C)c1OCc1nnc(SCC(=O)NCc2ccccc2)o1 | 16% | 0% | -0.5% | -16% | 0 | 3% | 2% | -11% | -2% | -4%
Cc1cc(-c2nnnn2-c2ccc(F)cc2)no1 | 19% | 1% | 0.3% | -4% | . | 2% | 0% | 0% | -7% | -9%
COc1ccc(C(=O)Nc2c(N)nc(SCC(=O)NCC3CCCO3)[nH]c2=O)cc1 (configuration not stated) | 5% | 3% | -1.1% | 25% | -4 | 4% | 2% | -3% | -6% | .
O=C(NC(c1cccnc1)C(F)(F)F)c1cc(COc2ccc3c(c2)CCCC3)on1 (configuration not stated) | -38%[inhibitor] | 25% | -0.4% | ? | ? | 76% | 0% | 4% | 2% | -1%
COc1cccc2oc3cc(C#CC4(O)CCCCC4)ccc3c(=O)c12 | 15% | -3% | 0.1% | ? | ? | ? | . | 19% | -4% | 0%
CCCCN=C(C)c1c(O)c2ccccc2oc1=O | 22% | 2% | 0.4% | ? | 4 | ? | -1% | ? | 0% | -4%
CCN1C2OC3OC4C(OC3OC2N(CC)S1(=O)=O)N(CC)S(=O)(=O)N4CC (configuration not stated) | 24% | -2% | 0.0% | 8% | -1 | -24% | 0% | -2% | 12% | -2%
NC(=O)c1nn(-c2ccccc2)nc1NC(=O)CN1CCCCC1 | 3% | -2% | -0.2% | 2% | 3 | 15% | -2% | 23% | -10% | -5%
CCNC(=S)NNC(=O)c1cc(-c2cccc(OC)c2)nc2ccccc12 | -15% | -1% | -1.1% | ? | 11 | 38% | -1% | ? | 1% | 7%[46.1 µM]
O=C(NCCc1csc(-c2cccnc2)n1)c1cccc2ccccc12 | 5% | 2% | -2.2% | ? | 10 | 4% | 0% | -4% | 4% | -1%

Compound activity (PubChem)
